Compound activity deposited in PubChem by several laboratories.
phage Ecoli inh – E. coli growth loss with phage present; AID 651602; 360,000 tested, 0.26% active; inhibition, % at 11.9 µM; growth absorbance; in the data active means inhibition above about 11%
AddAB inh – less growth of phage-infected E. coli with AddAB | E. coli expressing H. pylori AddAB, absorbance growth | inhibition, % at 11.9 µM | 330,000 tested, 0.29% active; in the data active means inhibition above about 12%;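 further: 0% = vehicle wells of infected cells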
HTR5A ag ctr – HTR5A agonism, opioid heterodimer counter-screen; AID 504692; 340,000 tested, 0.61% active; HTR5A agonist assay, luminescence, cell-based; activation, % at 9.3 µM; in the data active means activation mostly above about 9.5%, no sharp cut-off; inactive means mostly below about 7.6%;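 further: 0% = cells with vehicle only and 100% = reference agonist; strong numbers were not always called active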
MOR-DOR inv ag – inverse agonists of human mu-delta opioid receptor heterodimerization; P35372+P41143; cell-based MOR-DOR heterodimer luminescence, inverse agonism; inhibition, % at 9.3 µM; 340,000 tested, 0.21% active; AID 504357; in the data active means inhibition above about 22%, passing the limit was not always enough;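 further: 0% = cells with DMSO and 100% = wells without cells with DMSO; values of inactives mirror those of a sister screen read the other way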
OPRM1-OPRD1 ag – agonists of human mu-delta opioid receptor heterodimerization; P35372+P41143; cells, OPRM1-OPRD1 heterodimerization, luminescence; activation, % at 9.3 µM; 340,000 tested, 0.3% active; in the data active means activation above about 18%;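 further: 0% = vehicle-treated cells and 100% = reference agonist; values of inactives mirror those of a sister screen read the other way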
PKA-R1A act – activators of PKA-R1A complex | P00514+P68181 | PKA-R1A dissociation, Cy5-IP20 fluorescence polarization; scaled: DMSO 0%, 113 µM cGMP 100% | activation, % at 11.4 µM | 340,000 tested, 0.083% active | AID 504707;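 active means percent activation above the mean of all tested compounds plus 3 SD, cut at about 19% in these data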;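 further: higher means more PKAc released from R1A so a rise in polarization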
DSG3 Ab inh – inhibitors of pemphigus antibody binding to human desmoglein-3; P32926; DSG3-coupled beads, scFv-anti-DSG3-GFP binding, flow cytometry; active compounds read low; binding (percent of control), % at 10 µM; 310,000 tested, 0.48% active; AID 588358;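 active means binding more than 3 SD below its plate's average and above zero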;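 further: hits lower antibody fragment binding to DSG3; some compounds called inactive have numbers as strong as hits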
Target sequence (P32926 whole entry, looked up, the tested form may be a part): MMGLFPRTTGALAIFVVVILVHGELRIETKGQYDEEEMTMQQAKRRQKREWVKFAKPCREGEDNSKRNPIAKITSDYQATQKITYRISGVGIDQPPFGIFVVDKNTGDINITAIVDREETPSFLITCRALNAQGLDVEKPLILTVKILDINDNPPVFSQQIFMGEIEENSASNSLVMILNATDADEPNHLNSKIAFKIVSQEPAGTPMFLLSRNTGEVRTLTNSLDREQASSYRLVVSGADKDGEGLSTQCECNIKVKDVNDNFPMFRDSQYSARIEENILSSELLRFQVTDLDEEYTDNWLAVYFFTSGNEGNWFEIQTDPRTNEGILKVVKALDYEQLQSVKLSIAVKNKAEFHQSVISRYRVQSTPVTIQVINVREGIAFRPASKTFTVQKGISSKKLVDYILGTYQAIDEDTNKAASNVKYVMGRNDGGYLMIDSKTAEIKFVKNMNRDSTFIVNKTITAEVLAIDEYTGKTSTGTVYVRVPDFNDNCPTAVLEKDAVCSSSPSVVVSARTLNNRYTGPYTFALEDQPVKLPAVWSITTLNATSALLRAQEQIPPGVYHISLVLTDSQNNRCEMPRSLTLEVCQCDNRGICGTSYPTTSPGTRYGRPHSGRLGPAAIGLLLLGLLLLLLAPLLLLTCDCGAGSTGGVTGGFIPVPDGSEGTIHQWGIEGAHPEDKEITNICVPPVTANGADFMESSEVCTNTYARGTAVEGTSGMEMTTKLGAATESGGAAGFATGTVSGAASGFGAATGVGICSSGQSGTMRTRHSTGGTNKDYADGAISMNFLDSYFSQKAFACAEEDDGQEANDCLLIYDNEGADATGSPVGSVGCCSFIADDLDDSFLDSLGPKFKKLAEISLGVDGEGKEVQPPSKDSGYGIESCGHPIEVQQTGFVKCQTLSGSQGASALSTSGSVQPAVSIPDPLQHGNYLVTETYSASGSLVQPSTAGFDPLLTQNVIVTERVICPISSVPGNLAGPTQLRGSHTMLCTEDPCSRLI
HTR5A inv ctr – HTR5A inverse agonism, opioid heterodimer counter-screen. P47898. HTR5A cell line, luminescence. inhibition, % at 9.3 µM. 340,000 tested, 0.083% active. AID 504634; in the data active means inhibition mostly above about 23%, no sharp cut-off; inactive means mostly below about 18%;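 further: 0% = cells with DMSO and 100% = no-cell wells with DMSO; some compounds called inactive have numbers as strong as hits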
E coli growth – reduces bacterial viability in AddAB counter-screen; E. coli V3065 growth, OD600 absorbance, 18 h; inhibition, % at 11.9 µM; 330,000 tested, 0.27% active;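 active means inhibition above the campaign's mean inhibition across all tested compounds plus 3 SD, cut at about 9.9% in these data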;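 further: uninfected addAB+ strain grown without phage in ampicillin broth; 0% = DMSO wells and 100% = ciprofloxacin 0.95 µg/ml wells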
PfHsp90 yeast 2 – reduces growth (ATP signal) of yeast expressing P. falciparum Hsp90; inhibition, % at 9.4 µM; 310,000 tested, 0.32% active; S. cerevisiae expressing PfHsp90, BacTiter-Glo ATP, 48 h; yeast lacking PDR1 and PDR3 efflux regulators;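 active means every replicate shows inhibition above about 80%, whatever the replicate mean, limit read from the data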;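 further: 0% = DMSO neutral controls and 100% = 20 µM radicicol positive controls; yeast relying on Plasmodium falciparum Hsp90 in place of its own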
SUMO Mot1 rescue – blocks SUMOylation pathway, rescuing yeast Mot1-301 growth; growth rescue, % at 18.8 µM; S. cerevisiae Mot1-301 growth rescue, ATP luminescence, 38.5C; percent above DMSO median, 100 means doubled; AID 2716; 320,000 tested, 1% active;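 active means every valid replicate shows activation above 250% relative to neutral control wells; inactive means the rest, any valid replicate at or below 250%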;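 further: OY570 slx delta 5 strain wells were the positive control but not used for scaling; some compounds called inactive have numbers as strong as hits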
Starred values were filed as active, the others as inactive; / = not tested or not shown.

SMILES	phage Ecoli inh	AddAB inh	HTR5A ag ctr	MOR-DOR inv ag	OPRM1-OPRD1 ag	PKA-R1A act	DSG3 Ab inh	HTR5A inv ctr	E coli growth	PfHsp90 yeast 2	SUMO Mot1 rescue
CCOC(=O)c1cc(-c2ccccc2)nn1-c1ccccn1	-1.3	0.4	0.7	-11.3	2.0	-6.3	105.9	-3.2	-3.0	-20.7	79.5
Cc1cc(C)cc(NC(=O)CSc2ccccc2)c1	4.4	0.9	-2.4	-2.3	0.4	-0.1	102.7	6.6	0.7	-12.5	13.9
CC(C)(C)c1ccc(OCC(=O)O)cc1	3.7	3.1	3.7	9.0	-1.7	-6.2	/	0.8	0.0	11.0	-2.7
Cc1cc(C)c[n+](-c2nc([O-])sc2C=O)c1	4.3	3.7	-5.1	9.9	-2.4	-2.7	/	12.8	-0.4	-33.6	-1.2
COc1ccc(NC(=O)CC2SC(=NCC3CCCO3)NC2=O)c([N+](=O)[O-])c1 (stereo unspecified)	4.5	-3.3	-4.1	4.5	-0.9	-3.3	96.5	10.0	-0.6	-20.0	13.6
N#Cc1ccccc1COC(=O)CCC(=O)c1cccs1	0.9	1.2	-4.0	15.1	-3.7	2.7	/	11.0	0.9	-1.2	25.6
c1ccc(OCCOCCSc2ncccn2)cc1	1.0	1.9	3.7	16.4	-2.9	-0.2	96.9	-12.8	2.5	-12.0	5.5
CCn1c(SCC(=O)OC(C)C)nnc1-c1cccc(Cl)c1	1.5	-2.1	-1.4	19.3	-3.4	-15.8	101.9	-16.1	-0.6	-1.7	47.2
C[C@@H]1C2CC(C/C2=N\NC(=O)c2ccncc2)C1(C)C (stereo partly specified)	2.9	3.8	0.9	18.1	-3.6	-9.5	123.5	-3.3	1.6	0.6	8.3
COc1cc(/C=N/Nc2nc3ccccc3[nH]2)ccc1O	2.5	-2.6	0.8	-7.6	1.5	-5.2	81.8	-9.4	-4.8	-57.0	-6.5
CCOc1ccc(OCC(=O)NCCS(=O)(=O)N2CCN(c3ccc(F)cc3)CC2)cc1	-0.7	3.4	-1.3	-4.8	0.9	-3.1	/	-15.7	-0.2	3.6	-6.5
CC(NC(=O)NNC(N)=S)(C(F)(F)F)C(F)(F)F	2.4	-0.6	5.0	4.5	-0.9	-1.0	107.5	-30.8	2.0	-5.8	-0.4
C[C@H](CO)N1C[C@H](C)[C@H](CN(C)S(=O)(=O)c2cccs2)Oc2ccc(NC(=O)Nc3ccc4c(c3)OCO4)cc2CC1=O	0.8	4.1	-3.7	1.0	-0.2	-11.3	101.3	-13.5	1.0	3.9	-28.2
O=C(NCCN1CCOCC1)c1cc(-c2ccccc2Cl)on1	0.5	1.4	-5.8	3.3	-0.4	-8.5	/	15.4	-1.1	0.5	10.2
Oc1ccc(Nc2nc(-c3ccccc3O)nc3ccccc23)cc1	4.2	/	2.5	-0.7	0.1	-3.3	91.6	-10.0	/	-4.6	-16.6
CCCCOC(=O)COc1ccc(Cl)cc1Cl	0.6	0.0	0.3	-25.7	4.8	2.7	99.0	-1.2	-1.6	-14.2	-10.2
O=C(C1c2ccccc2Oc2ccccc21)N1CCN(c2ccc(Cl)cc2)CC1	0.6	2.5	4.9	-16.5	2.9	1.5	93.7	-17.7	4.5	-12.6	-1.7
Cc1ccc(S(=O)(=O)N2CC3(C)CN(S(=O)(=O)c4ccc(C)cc4)CC(C)(C2)C3=O)cc1	0.6	1.8	-1.6	4.4	-0.8	-11.1	101.7	-17.8	-0.7	-10.7	9.0
Cc1cc(C)cc(OCC(=O)Nc2ccc3c(c2)C(=O)c2ccccc2C3=O)c1	2.0	1.0	4.3	-10.0	1.4	-2.2	109.6	16.5	-0.1	-6.8	-3.4
O=C(Nc1ccc2ccccc2c1)/C(=C/c1cccc(Br)c1)NC(=O)c1ccco1	6.3	1.0	-7.4	5.5	-1.1	-5.5	84.7	17.6	0.7	5.9	9.6

Rewritten with values under each structure: part of the list above
Second line of a record – phage Ecoli inh | AddAB inh | HTR5A ag ctr | MOR-DOR inv ag | OPRM1-OPRD1 ag | PKA-R1A act | DSG3 Ab inh | HTR5A inv ctr | E coli growth | PfHsp90 yeast 2 | SUMO Mot1 rescue
CCOc1ccc(OCC(=O)NCCS(=O)(=O)N2CCN(c3ccc(F)cc3)CC2)cc1
→ -0.7 | 3.4 | -1.3 | -4.8 | 0.9 | -3.1 | / | -15.7 | -0.2 | 3.6 | -6.5
CC(NC(=O)NNC(N)=S)(C(F)(F)F)C(F)(F)F
→ 2.4 | -0.6 | 5.0 | 4.5 | -0.9 | -1.0 | 107.5 | -30.8 | 2.0 | -5.8 | -0.4
C[C@H](CO)N1C[C@H](C)[C@H](CN(C)S(=O)(=O)c2cccs2)Oc2ccc(NC(=O)Nc3ccc4c(c3)OCO4)cc2CC1=O
→ 0.8 | 4.1 | -3.7 | 1.0 | -0.2 | -11.3 | 101.3 | -13.5 | 1.0 | 3.9 | -28.2
O=C(NCCN1CCOCC1)c1cc(-c2ccccc2Cl)on1
→ 0.5 | 1.4 | -5.8 | 3.3 | -0.4 | -8.5 | / | 15.4 | -1.1 | 0.5 | 10.2
Oc1ccc(Nc2nc(-c3ccccc3O)nc3ccccc23)cc1
→ 4.2 | / | 2.5 | -0.7 | 0.1 | -3.3 | 91.6 | -10.0 | / | -4.6 | -16.6
CCCCOC(=O)COc1ccc(Cl)cc1Cl
→ 0.6 | 0.0 | 0.3 | -25.7 | 4.8 | 2.7 | 99.0 | -1.2 | -1.6 | -14.2 | -10.2
O=C(C1c2ccccc2Oc2ccccc21)N1CCN(c2ccc(Cl)cc2)CC1
→ 0.6 | 2.5 | 4.9 | -16.5 | 2.9 | 1.5 | 93.7 | -17.7 | 4.5 | -12.6 | -1.7
Cc1ccc(S(=O)(=O)N2CC3(C)CN(S(=O)(=O)c4ccc(C)cc4)CC(C)(C2)C3=O)cc1
→ 0.6 | 1.8 | -1.6 | 4.4 | -0.8 | -11.1 | 101.7 | -17.8 | -0.7 | -10.7 | 9.0
Cc1cc(C)cc(OCC(=O)Nc2ccc3c(c2)C(=O)c2ccccc2C3=O)c1
→ 2.0 | 1.0 | 4.3 | -10.0 | 1.4 | -2.2 | 109.6 | 16.5 | -0.1 | -6.8 | -3.4
O=C(Nc1ccc2ccccc2c1)/C(=C/c1cccc(Br)c1)NC(=O)c1ccco1
→ 6.3 | 1.0 | -7.4 | 5.5 | -1.1 | -5.5 | 84.7 | 17.6 | 0.7 | 5.9 | 9.6

(further entries)
SMILES	phage Ecoli inh	AddAB inh	HTR5A ag ctr	MOR-DOR inv ag	OPRM1-OPRD1 ag	PKA-R1A act	DSG3 Ab inh	HTR5A inv ctr	E coli growth	PfHsp90 yeast 2	SUMO Mot1 rescue
Cc1cc(=O)n2nc(N3CCCC(C(=O)NCCc4ccc(Cl)cc4)C3)sc2n1 (stereo unspecified)	-0.1	0.5	-2.7	6.8	-1.3	-6.8	109.8	8.2	2.5	-23.9	7.1
COc1cc(C(=O)OCC(=O)NC2CCCCC2)cc2c1OCCO2	2.5	1.4	3.0	6.2	-1.6	-2.6	102.9	-16.9	-0.9	-0.7	-11.4
COc1cccc(Oc2ccc(C(F)(F)F)cc2NC(=O)C2=COCCO2)c1	-0.1	-0.3	9.9	20.1	-3.9	-1.7	/	-23.9	-1.7	/	-2.1
CC1(C)CC2CC(C)(CN2CC(O)COc2ccccc2)C1 (stereo unspecified)	1.2	1.4	-1.3	11.0	-2.0	-7.6	99.8	3.7	0.7	-3.9	11.0
CC1CN(C(=O)COC(=O)c2ccc3ncsc3c2)CC(C)O1 (stereo unspecified)	2.4	-2.0	-0.8	20.3	-3.9	9.0	94.6	3.0	-0.8	/	10.3
CCCCn1c(=N)n(CC(=O)c2ccco2)c2ccccc21	1.3	3.6	-0.5	-10.4	1.9	-1.4	96.9	-25.1	0.3	-24.0	-2.7
O=C(/C=C/NNC(=O)c1ccccc1)c1ccccc1	0.3	1.2	-2.4	20.4	-3.5	-0.1	104.4	-19.7	3.0	38.8	-15.3
Cn1nnnc1CCOCCc1nnnn1C	2.9	2.9	3.7	19.1	-4.2	3.5	/	13.4	-1.6	11.6	-7.4
O=C(NCc1ccccc1)c1ccc(C(=O)NCc2ccccc2)cc1	1.6	/	-0.3	5.2	-1.2	-6.9	78.8*	1.2	/	-2.8	/
O=C(c1csc2c1CCCC2)N1CCN(c2cccc(C(F)(F)F)c2)CC1	1.6	1.1	0.5	-52.1	8.9	-16.2	/	-1.3	0.0	/	10.2
CS(=O)(=O)Cc1ccc(C(=O)NCC2(N3CCCCC3)CCCCC2)cc1	2.1	1.8	4.6	-18.6	3.0	-0.8	/	10.1	2.6	28.4	-3.6
COCCn1c(-c2ccccc2)csc1=Nc1cccnc1	4.1	0.1	/	/	/	/	/	/	0.4	-82.0	16.1
CC(=O)C1CCC2C3CC(C)C4=CC(=O)CCC4(C)C3C(=O)CC12C (stereo unspecified)	0.9	/	-0.1	4.8	-0.9	0.5	124.4	0.4	/	6.2	/
Cc1ccc(NC(=O)CSc2nc3c(cc2C#N)C(=O)CCC3)cc1S(=O)(=O)N(C)C	3.6	3.4	0.6	16.4	-3.1	-5.7	89.5	-19.7	0.2	-25.6	-9.7
COc1cc(OC)cc(C(=O)NCCCCc2ccccc2)c1	2.8	1.8	7.3	-0.3	0.1	-4.3	108.6	-18.1	-2.1	-0.1	-4.4
CCC(=O)N1c2ccc(S(=O)(=O)CCC(=O)Nc3nccs3)cc2CC1C (stereo unspecified)	-0.3	1.5	0.0	14.2	-2.6	-8.2	67.2	5.2	-1.0	-2.8	-17.1
CC(=O)c1ccc(NC(=O)CN(C)CC(=O)Nc2cccc(F)c2)cc1	1.8	3.9	-1.7	6.3	-1.2	-1.3	124.3	-2.8	0.6	/	74.2
COc1cccc(NC(=O)c2ccnc(N3CCC(C(=O)NCc4cc(OC)ccc4OC)CC3)c2)c1	/	2.7	-1.1	6.8	-1.3	-4.3	109.8	4.2	-2.2	0.6	10.3
COc1ccc(CSC2=CS(=O)(=O)c3ccccc3N2)cc1	1.0	4.7	-5.0	4.0	-0.8	-12.6	111.3	2.2	2.5	-2.7	2.4
CCOC(=O)N1CCC(Nc2c(NCCN3CCN(Cc4ccccc4)CC3)c(=O)c2=O)CC1	/	1.7	5.0	10.8	-2.0	10.8	103.8	9.3	2.5	-43.4	-18.8
COc1ccc([C@H]2C(C(=O)O)=C[C@@H](CC3CCCC3)N2S(=O)(=O)c2ccc(C)cc2)cc1OC	1.5	2.7	-1.2	-0.1	0.0	6.5	105.0	4.0	-0.9	-5.7	/
CC1CN(c2ccc(Cl)cc2)c2nc3c(c(=O)[nH]c(=O)n3C)n2C1 (stereo unspecified)	0.2	/	-2.5	5.8	-1.2	-2.2	92.0	9.0	/	0.1	/
